# Compound activity: PubChem, several laboratories
# WT yeast gro inh: growth inhibition of WT yeast, mitochondrial fusion screen; 190,000 compounds, 2.1% hits; inhibition, % at 10 µM; AID 1362; mitochondrial fusion phenotypic screen, WT strain; in the data active = inhibition above about 58%; tested in S. cerevisiae
# West Nile virus CPE: inhibition of WNV-induced cytopathic effect – cell-based, CPE readout (AID 1621); West Nile virus-infected cells, CPE inhibition; higher % means a stronger effect; one-dose CPE inhibition, % at 10 µM; IC50 in µM for titrated hits; 290,000 compounds, 0.02% hits; in the data active = a potency from the dose series; inconclusive = CPE inhibition mostly from about 3.7% at the one dose, without a potency; inactive = the rest, 99 in 100 with CPE inhibition below about 2.2%; note: strong numbers were not always called active
# T cell HTS: T cell immune modulators affecting CD8 T cell-vesicle binding | 2C CD8+ T cell-vesicle binding, flow cytometry; stronger effect = lower value | calls only at 7 µM | 330,000 compounds, 0.068% hits;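 active = response, share of CD8 T cells binding vesicles, and their 90th percentile fluorescence all below set limits, cut at about 80% in these data, passing the limit was not always enough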
#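 material = purified 2C TCR transgenic mouse naive CD8+ T cells | controls = Unloaded micro-vesicles (low), QL9 vesicles with 0.7% DMSO (high) | detection = cytometric PE anti-B7-1 and Alexa647 anti-CD8 signals after 1% paraformaldehyde fixation | incubation = binding step 1.5 h, 37 °C, antibody labelling 20 min, ice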
# bCat nuc transl: alters nuclear translocation of beta-catenin in HeLa cells; nuclear translocation activity, % at 5 µM; AID 1665; immunofluorescence imaging; 190,000 compounds, 0.3% hits;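 active = nuclear translocation activity above 50% at 5 µM, with a well cell count of 50 or more; inconclusive = wells under 50 cells across six images, flagged as toxic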;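 note: per-cell ratio of nuclear to cytoplasmic median beta-catenin stain intensity; plate controls were DMSO negative control for no effect and GSK-3 inhibitor IX positive control for full effect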
#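 System: HeLa cells, endogenous beta-catenin; compound dosing: 5 µM primary single dose, 0.1% DMSO, 0.02–20 µM confirmation series; incubation: 24 h compound exposure at 37°C, 5% CO2; signal: beta-catenin immunofluorescence imaging with DAPI; evaluation: % activation, nuclear-to-cytoplasmic median beta-catenin signal ratio per cell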
# Insulin prom up: MIN6 insulin promoter up-regulation; MIN6 insulin promoter-GFP reporter, high-content imaging; stronger effect = higher value; z-score at 5 µM; 190,000 compounds, 0.3% hits;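 active = z-score above 3 at 5 µM with at least 500 cells counted in the well; inconclusive = wells under 500 cells, flagged as cytotoxic or low count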
# MT stabilizer: stabilizes microtubules in HeLa cells | HeLa tubulin immunostaining HCS, 24 h; share of cells brighter than vehicle mean+2SD | AID 2205 | 200,000 compounds, 0.83% hits | % tubulin-high responders, % at 10 µM;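 active = plate Z-score above 3 for both tubulin-high and condensed-nucleus cell shares, with cell loss under 80%, at 10 µM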;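 note: anti alpha tubulin signal scored within the nucleus-defined area of each cell; some results filed as inactive read as strong as hits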
# Hep lipid drop: modulators of hepatic lipid droplet formation; AML12 mouse hepatocytes, oleate lipid droplets, BODIPY imaging; inhibition, % at 6.5 µM; 240,000 compounds, 0.4% hits; AID 1656;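 active = lipid droplet intensity inhibited by at least 50%, with more than 500 cells counted; inconclusive = wells with under 300 cells, treated as cytotoxic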
#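 Assay system: AML12 hepatocytes (mouse); Probe or stimulus: oleic acid at 100 µM to induce lipid droplet formation; Dosing: compound at 6.5 µM only; Schedule: compound with oleate, overnight; Detection: fluorescence imaging, 20x objective, two fields per well; Measure: % inhibition of lipid droplet signal.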
# Autophagy mod: modulators of autophagy | MEF GFP-LC3 puncta imaging; test concentration mostly 10 µM | calls only at 10 µM (by protocol) | 190,000 compounds, 0.98% hits | AID 463193;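 active = percentage of spot-positive cells more than 3 SD above its plate mean, without a fluorescence outlier flag or 80% toxicity; inconclusive = no clear call, values can overlap the other calls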;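 note: spot-positive cell cutoff set from DMSO-treated cells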
# Myeloid diff MLP: myeloid differentiation induction; 360,000 compounds, 1% hits; calls only at 10 µM; AID 624256; ER-HoxA9 myeloid progenitors, lysozyme-GFP differentiation, flow cytometry;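 active = normalized GFP-positive differentiation at or above the plate's own cutoff, the solvent-only control mean plus 3 SD; inconclusive = no clear call, values can overlap the other calls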;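 note: cells exposed to compound for four days before flow analysis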
# WT yeast gro inh mutant strain: also measured in WT yeast gro inh; calls as there; inhibition, %; mitochondrial fusion phenotypic screen, mutant strain inhibition
# Insulin prom up cell count: recorded beside Insulin prom up, whose call it bears; cell count; measured here: cytotoxicity, nuclei count;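 total cells summed across four imaged fields per well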
# Hep lipid drop cells 6.5 µM: also measured in Hep lipid drop; calls as there; cell count; measured here: cell count, cytotoxicity flag;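 cells counted across two imaged fields per well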
# bCat nuc transl cell count 5 µM: recorded beside bCat nuc transl, whose call it bears; cell count; measured here: cell count, cytotoxicity flag
# T cell HTS vesicle-bound %: second read-out of T cell HTS, no call of its own (marks repeat the call); double positive events, %; measured here: CD8+ vesicle-bound cell fraction;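 binding gate set so that unloaded-vesicle control wells show 10% double positive cells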
# MT stabilizer Hoechst-high %: also measured in MT stabilizer; calls as there; % Hoechst-high responders; measured here: nuclear condensation Hoechst responders;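 share of cells brighter than vehicle mean plus two SD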
# MT stabilizer cytotoxicity %: also measured in MT stabilizer; calls as there; toxicity, %; measured here: cytotoxicity by cell density;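 0% = mean cell density of plate MIN control wells and 100% = no cells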
# Autophagy mod cell loss 18 h: recorded beside Autophagy mod, whose call it bears; toxicity, %; measured here: cell loss, nuclei count;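 cell loss after 18 h compound exposure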
# Myeloid diff MLP GFP+ MAC1+ %: also measured in Myeloid diff MLP; calls as there; GFP+ MAC1+ double positive, %; measured here: differentiation confirmed by MAC1 staining
# * hit, by the source's call; i = inactive; ? = inconclusive; . = not tested or not shown.
SMILES,WT yeast gro inh,WT yeast gro inh mutant strain,West Nile virus CPE,T cell HTS,T cell HTS vesicle-bound %,bCat nuc transl,bCat nuc transl cell count 5 µM,Insulin prom up,Insulin prom up cell count,MT stabilizer,MT stabilizer Hoechst-high %,MT stabilizer cytotoxicity %,Hep lipid drop,Hep lipid drop cells 6.5 µM,Autophagy mod,Autophagy mod cell loss 18 h,Myeloid diff MLP,Myeloid diff MLP GFP+ MAC1+ %
O=C1CCC(C(=O)Nc2cccc(S(=O)(=O)N3CCOCC3)c2)N1 (stereo not drawn),4,1,0.3%,i,22,-2.5,1161,-0.58,1610,2.3,1.6,8.5,1,683,i,-15,i,0.6
CCOC(=O)CSc1nnc(CNC(=O)c2cc(OCC)c(OCC)c(OCC)c2)n1C,-13,-20,-0.1%,i,30,-2.6,1002,-0.54,1535,1.2,1.2,1.3,.,.,i,9,i,1.0
O=C(NNC(=S)Nc1ccc(Cl)cc1Cl)c1ccc(N2CCOCC2)c([N+](=O)[O-])c1,-21,-1,-2.5%,i,56,0.5,1025,0.16,1524,2.1,2.1,0.3,7,537,i,2,i,0.2
COCCNC(=O)c1ccc(-n2c(SCc3cc(F)ccc3F)nc3ccccc3c2=O)cc1,15,14,-0.7%,i,7,-5.6,525,-0.77,1307,4.0,1.7,0.7,-4,654,i,45,i,0.7
Cc1ccc(C)c(NC(CC(=O)c2ccccc2)C(=O)OCC(=O)c2cccs2)c1 (stereo not drawn),-11,-3,-0.8%,i,50,-3.1,1174,-0.06,1577,4.1,1.8,5.9,1,694,i,17,i,0.3
CCCCN(CCCC)c1cn[nH]c(=O)c1Cl,-6,2,-0.4%,i,24,-2.1,1168,.,.,4.2,2.6,1.6,3,716,i,-3,i,0.3
Cc1nc2ccccc2c(=O)n1NC(=O)c1cc(Br)ccc1Cl,.,.,-0.2%,i,11,0.6,1298,.,.,.,.,.,12,708,.,.,i,0.6
O=C(NCc1ccccc1)C1(c2cccc(F)c2)CCCC1,13,-7,-0.4%,i,43,-1.7,1066,-0.97,1165,4.5,1.3,23,5,731,i,20,i,1.2
O=C(O)CCCCCCCCCC(=O)c1cccs1,10,-8,0.0%,i,43,2.3,1412,0.57,1548,1.9,2.2,5.1,.,.,i,29,.,.
O=C(/C=C/c1ccc2c(c1)OCO2)N1CCN(c2ccccc2F)CC1,6,-20,-0.8%,i,41,-1.5,961,-0.27,1222,3.6,4.1,9.0,3,624,i,-8,i,0.6
O=C1OC(Nc2nccs2)c2ccccc21 (stereo not drawn),.,.,0.0%,i,58,-1.1,1015,0.27,1276,5.4,2.8,6.0,.,.,i,13,i,0.4
COCCN1C(=O)c2oc3cc(C)c(C)cc3c(=O)c2C1c1ccc(O)cc1 (stereo not drawn),.,.,0.1%,i,23,.,.,.,.,2.0,1.4,1.5,.,.,i,-3,i,2.3
CCN(CC)CCCNC(=O)C(C)Sc1nc(-c2ccccc2)cc(C(F)(F)F)n1 (stereo not drawn),.,.,0.6%,i,14,-1.1,1406,0.52,1049,.,.,.,-1,649,.,.,i,0.0
CCOc1ccc(NS(=O)(=O)c2ccc3[nH]cc(C(=O)N(CC)CC)c(=O)c3c2)cc1,6,6,.,i,42,-3.5,1229,.,.,2.4,1.4,9.6,8,713,i,11,i,0.5
Cc1ccc(NC(=O)Cn2nc(-c3ccccc3Cl)ccc2=O)c(Br)c1,0,0,-0.8%,i,22,0.4,1161,.,.,4.5,2.9,3.4,-13,745,i,0,i,0.3
O=C(Cc1n[nH]c(=O)[nH]c1=O)N/N=C/c1cccc(O)c1,-31,-76,0.2%,i,27,-15,1129,.,.,1.9,1.6,6.5,9,771,i,8,i,2.1
CCc1c(C)nc(SCC(=O)Nc2ccc3c(c2)OCCO3)[nH]c1=O,17,6,1.2%,i,36,1.0,1078,.,.,2.5,1.9,9.7,-13,696,i,2,i,0.1
CCN(CC(=O)Nc1c(F)cccc1F)C(=O)c1ccc(N2CCCCC2)c([N+](=O)[O-])c1,.,.,-0.5%,i,49,.,.,.,.,.,.,.,-2,650,.,.,i,1.4
CCCCC(=O)NCCNC(=O)c1cc(OCC(F)(F)F)ccc1OCC(F)(F)F,10,-4,-0.3%,i,30,-0.3,1244,-0.83,855,0.9,1.9,8.5,7,780,i,3,i,0.8
COCCNC(=O)C1CCC(CNS(=O)(=O)c2c(C)cc(C)cc2C)CC1 (stereo not drawn),.,.,-0.5%,i,14,.,.,.,.,.,.,.,2,851,.,.,i,0.8
O=C(COC(=O)C1CCC(=O)N1)Nc1ccc(Oc2ccccc2)cc1 (stereo not drawn),-19,-10,-0.1%,i,45,-0.5,1022,-0.42,1384,5.1,1.6,6.1,15,681,i,-16,i,0.5
COc1ccc(OC)c2[nH]c(=O)c(CCNS(=O)(=O)c3ccc(C)cc3)cc12,19,17,.,i,38,1.3,1368,1.6,1408,4.4,4.4,5.7,.,.,i,8,i,0.4
Cn1nnnc1SCc1ccc(C(=O)Nc2ccccc2F)cc1,4,-4,-0.2%,i,36,-1.0,1402,1,1561,1.2,2.4,6.9,.,.,i,25,i,0.8
O=C(CN(Cc1ccccc1)S(=O)(=O)c1ccc(F)cc1)NCCC1=CCCCC1,-5,5,-0.1%,i,33,0.4,1385,0.67,1377,1.5,1.4,7.4,.,.,i,-3,i,2.1
CC(NC(=S)Nc1ccc(F)cc1)c1ccccc1 (stereo not drawn),.,.,0.0%,i,59,.,.,.,.,.,.,.,-2,811,.,.,i,0.2
COc1ccc(NC(=O)N2CCCC(C(=O)Nc3ccccc3OC)C2)cc1 (stereo not drawn),.,.,-0.1%,i,64,.,.,.,.,.,.,.,-13,700,.,.,i,1.1
CCOC(=O)/C(=C\c1ccc([N+](=O)[O-])cc1)C(=O)c1cc(C(C)=O)c(Nc2ccccc2)s1,84*,50*,-0.6%,i,14,-0.9,1329,-0.68,829,25*,6.4*,66*,.,.,?,.,?,.
Cc1cc(SC(C)C(=O)O)nc2ccccc12 (stereo not drawn),4,-11,0.5%,i,54,-0.4,1105,0.18,1511,1.5,1.4,9.5,3,720,i,0,i,0.6
CC(=O)c1cc(NC(=O)c2cccc(C(F)(F)F)c2)c(=O)oc1/C=C/N(C)C,-5,16,-0.8%,i,52,.,.,.,.,0.9,1.6,4.8,.,.,i,-4,i,1.0
COc1cccc(Cn2cnc3c(NS(=O)(=O)c4ccc(Cl)cc4Cl)c(C)c(C)cc32)c1,42,6,0.7%,i,23,.,.,.,.,4.0,1.9,9.4,.,.,i,9,i,0.2
O=S(=O)(NCCCCCNS(=O)(=O)c1ccccc1)c1ccccc1,-10,-2,-0.2%,i,58,-0.4,1058,0.21,1015,2.7,1.8,3.9,-19,595,i,2,i,1.0
CC(=O)N1CCc2ccc(S(=O)(=O)Nc3ccccc3Cl)cc21,5,2,-0.1%,i,18,1.8,1512,0.16,1521,1.7,1.7,3.4,.,.,i,6,i,0.9
Cc1cccc(NC(=O)CCC(=O)OCC(=O)c2ccc(Oc3ccc([N+](=O)[O-])cc3)cc2)c1,-6,9,-0.5%,i,60,2.0,1114,-0.44,1379,1.5,2.1,9.2,7,635,i,-1,i,0.2
CCOc1ccccc1NS(=O)(=O)c1ccc2[nH]c(=O)ccc2c1,.,.,-0.4%,i,26,.,.,.,.,.,.,.,8,792,.,.,i,0.3
CC(=O)N(CC1CCCO1)c1nnc(-c2ccccn2)s1 (stereo not drawn),11,21,0.2%,i,60,-8.7,997,-0.83,1255,1.1,2.0,8.0,.,.,i,1,i,0.6
c1ccc(N2CCN(c3ncnc4c3oc3ccccc34)CC2)cc1,42,31,.,i,61,.,.,1.1,1229,1.6,1.6,5.3,0,775,i,9,i,0.5
COc1cccc(-c2cc3c(-n4cccc4)ncnc3o2)c1,-6,-3,-0.4%,i,55,4.8,1327,-1.2,1402,2.0,1.0,4.5,.,.,i,-7,i,1.0
CCCn1c(NCc2ccccn2)nc2ccccc21,4,2,-0.6%,i,16,0.4,1181,.,.,1.9,0.5,29,-6,688,i,5,i,0.7
COc1ccc(CNc2nc3ccccc3n2Cc2ccc(Cl)cc2)cc1OC,38,15,-1.7%,i,45,-0.9,549,-1.9,1162,5.0,2.9,9.3,-40,565,i,9,i,0.4

# For convenience, part of the list above.
SMILES,WT yeast gro inh,WT yeast gro inh mutant strain,West Nile virus CPE,T cell HTS,T cell HTS vesicle-bound %,bCat nuc transl,bCat nuc transl cell count 5 µM,Insulin prom up,Insulin prom up cell count,MT stabilizer,MT stabilizer Hoechst-high %,MT stabilizer cytotoxicity %,Hep lipid drop,Hep lipid drop cells 6.5 µM,Autophagy mod,Autophagy mod cell loss 18 h,Myeloid diff MLP,Myeloid diff MLP GFP+ MAC1+ %
O=C(COC(=O)C1CCC(=O)N1)Nc1ccc(Oc2ccccc2)cc1 (stereo not drawn),-19,-10,-0.1%,i,45,-0.5,1022,-0.42,1384,5.1,1.6,6.1,15,681,i,-16,i,0.5
COc1ccc(OC)c2[nH]c(=O)c(CCNS(=O)(=O)c3ccc(C)cc3)cc12,19,17,.,i,38,1.3,1368,1.6,1408,4.4,4.4,5.7,.,.,i,8,i,0.4
Cn1nnnc1SCc1ccc(C(=O)Nc2ccccc2F)cc1,4,-4,-0.2%,i,36,-1.0,1402,1,1561,1.2,2.4,6.9,.,.,i,25,i,0.8
